# SIAE inh: inhibitors of human sialic acid acetylesterase SIAE | inhibition, % at 9.66 µM | 370,000 compounds, 0.69% hits | SIAE FP-Rh probe binding, fluorescence polarization | Q9HAT2 | AID 1053197;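 active = inhibition above a cutoff: mean of compounds within the control limits plus 3 SD of those, cut at about 17% in these data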;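 note: 0% = plate median of compound wells and 100% = probe without SIAE protein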
# LEDGF integ inh: blocks HIV-1 LEDGF/p75-dependent DNA integration; 370,000 compounds, 0.64% hits; inhibition, % at 3.7 µM; TR-FRET IN-LEDGF/p75 DNA integration, Eu/Cy5;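 active = inhibition above the screen-wide mean plus 3 SD, cut at about 13% in these data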;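 note: signal is the Cy5 over europium emission ratio at 671 and 618 nm; 0% = plate median of compound wells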
# ABHD4 inh: inhibitors of mouse ABHD4; 370,000 compounds, 0.54% hits; Q8VD66; AID 720543; purified mABHD4, FP-Rh probe fluorescence polarization; inhibition, % at 8.92 µM;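 active = inhibition exceeding the mean over every tested compound plus 3 SD, cut at about 30% in these data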;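 note: 0% = plate median of compound wells and 100% = S159A mutant with DMSO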
# Target sequence (Q8VD66 whole entry, looked up): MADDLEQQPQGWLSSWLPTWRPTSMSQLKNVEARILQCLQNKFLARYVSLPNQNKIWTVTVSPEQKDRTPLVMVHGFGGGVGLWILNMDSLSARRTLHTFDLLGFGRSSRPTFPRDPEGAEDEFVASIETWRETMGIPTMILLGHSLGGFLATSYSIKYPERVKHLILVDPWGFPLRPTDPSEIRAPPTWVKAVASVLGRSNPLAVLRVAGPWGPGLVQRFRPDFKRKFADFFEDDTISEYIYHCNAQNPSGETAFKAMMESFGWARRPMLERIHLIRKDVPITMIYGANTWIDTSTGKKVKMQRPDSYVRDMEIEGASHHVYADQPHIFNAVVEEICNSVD
#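 Assay system: mouse ABHD4 enzyme, wild type / Also added: fluorescent activity-based probe FP-Rh / Doses: single nominal dose of 8.92 µM, 0.89% DMSO final / Timing: 45 min compound pre-incubation plus 60 min probe step, 25 °C / Signal: FP readout, ex 525 nm / em 598 nm / Control set: S159A mutant/DMSO as 100%, compound-well median as 0%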
# PRMT1 inh: inhibitors of human PRMT1; recombinant PRMT1, activity-based probe fluorescence polarization; inhibition, % at 2.79 µM; 370,000 compounds, 1.3% hits; AID 652257;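 active = inhibition above about 21% made by adding two undisclosed values, limit read from the data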
# Target sequence (Q99873 whole entry, looked up): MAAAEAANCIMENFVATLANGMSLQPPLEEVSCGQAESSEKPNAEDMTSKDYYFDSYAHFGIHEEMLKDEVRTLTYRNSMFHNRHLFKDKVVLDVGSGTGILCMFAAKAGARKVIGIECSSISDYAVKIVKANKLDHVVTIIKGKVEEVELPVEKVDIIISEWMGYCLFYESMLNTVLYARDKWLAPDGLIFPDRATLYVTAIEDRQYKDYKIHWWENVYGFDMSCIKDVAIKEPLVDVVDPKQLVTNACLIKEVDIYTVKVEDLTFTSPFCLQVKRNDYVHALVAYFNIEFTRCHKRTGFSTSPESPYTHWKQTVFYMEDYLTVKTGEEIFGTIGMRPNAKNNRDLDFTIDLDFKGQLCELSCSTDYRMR
# TDP2 inh: TDP2 (human) inhibition, absorbance primary screen; O95551; recombinant TDP2, T5PNP hydrolysis, p-nitrophenol absorbance 415 nm; inhibition, % at 12.8 µM; 370,000 compounds, 0.34% hits;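 active = inhibition above the mean of all tested compounds plus 3 SD, set per campaign, cut at about 25% in these data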;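 note: 0% = DMSO with enzyme and 100% = buffer with substrate but no TDP2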
# Target sequence (O95551 whole entry, looked up): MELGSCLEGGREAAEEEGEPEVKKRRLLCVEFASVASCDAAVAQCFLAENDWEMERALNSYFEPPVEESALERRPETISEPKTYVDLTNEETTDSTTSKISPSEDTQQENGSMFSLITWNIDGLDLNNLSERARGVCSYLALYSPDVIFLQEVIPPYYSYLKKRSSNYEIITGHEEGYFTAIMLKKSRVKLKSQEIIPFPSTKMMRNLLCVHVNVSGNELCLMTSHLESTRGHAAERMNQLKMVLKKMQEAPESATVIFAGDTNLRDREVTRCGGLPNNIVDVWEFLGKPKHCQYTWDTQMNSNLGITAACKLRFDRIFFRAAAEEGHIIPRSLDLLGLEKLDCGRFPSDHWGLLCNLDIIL
#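 Test system: human TDP2 enzyme; Input: 120 nM TDP2 per well; Buffer or medium: Mg2+-containing Tris-HCl buffer, pH 7.5; Reagent: 5 mM T5PNP; Dosing: 12.8 µM single point, 1% DMSO; Incubation: reaction 2 h, 37 °C; Detection: p-Nitrophenol epi absorbance; Read-out: % inhibition relative to enzyme-containing and enzyme-free wells; Replicates: single well per compound.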
# rCAG RNA binder: binds r(CAG) RNA repeats. r(CAG) RNA repeat, TO-PRO-1 dye displacement fluorescence. inhibition, % at 3 µM. 370,000 compounds, 1.3% hits. AID 651821;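 active = inhibition above the plate cutoff, the mean of all test compounds on that plate plus 3 SD, cut at about 35% in these data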;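 note: 0% = DMSO alone and 100% = 100 µM mitoxantrone as full dye displacement; higher means more dye released from RNA so lower well fluorescence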
# TCR-CD3 inh: inhibitors of human TCR-CD3 interaction; TAMRA-labeled TCR probe fluorescence, biochemical; inhibition, % at 9.4 µM; 360,000 compounds, 0.37% hits; AID 651800; in the data active = inhibition above about 19%;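 note: recombinant mutant TCR 2C K166C tagged with TAMRA read by polarization; 0% = receptor in buffer alone and 100% = receptor with positive control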
# MBD2 inh: MBD2-methylated oligo binding inhibition. Q9UBB5. 370,000 compounds, 0.31% hits. inhibition, % at 4.4 µM. AID 686964. TR-FRET, MBD2 binding to methylated oligonucleotide; in the data active = inhibition above about 13%
# HTRA1 inhibitor: blocks human HTRA1 serine peptidase; recombinant HTRA1, FP-rhodamine activity-based probe, fluorescence polarization; inhibition, % at 5.96 µM; 340,000 compounds, 0.5% hits; in the data active = inhibition above about 36%;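 note: 0% = enzyme with DMSO and 100% = wells lacking enzyme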
# GC-B act: GC-B (human) receptor activation; HEK293-GC-B cells, CNP EC30, cGMP TR-FRET; 0% at EC30 CNP, 100% saturating CNP; P20594; AID 1920062; activation, % at 10 µM; 370,000 compounds, 0.11% hits;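 active = activation at 10 µM reaching about 35% in either raw or pattern-adjusted values, limit read from the data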
# * hit, by the source's call; / = no result given. A portion of the library; rates above refer to the full screens.
SMILES	SIAE inh	LEDGF integ inh	ABHD4 inh	PRMT1 inh	TDP2 inh	rCAG RNA binder	TCR-CD3 inh	MBD2 inh	HTRA1 inhibitor	GC-B act
COC(=O)/C(=C1/Oc2cc(C)oc(=O)c2S1)C(F)(F)F	-5	-1	2	1	7	-3	-5	4	3	-6
CCN(CC(=O)Nc1c(F)cccc1F)C(=O)CNC(=O)C1CCCCC1	-6	4	1	-3	11	-1	-1	-4	10	-7
CC(=O)c1c(C)n([O-])c2cc(C)ccc2[n+]1=O	0	-2	3	2	-2	1	-4	-4	0	3
Cc1ccc(NC(=O)CSc2nnc(Cn3c(=O)sc4ccccc43)n2C)cc1	-6	-1	-2	1	-3	-2	-2	0	4	-2
Cc1ccc(NC(=O)C2CCN(S(=O)(=O)c3ccc4[nH]c(=O)oc4c3)CC2)cc1F	-6	-2	16	2	7	34	9	1	-7	1
O=C(CNC(=O)c1ccc(Cl)cc1Cl)OCc1nc2ccccc2s1	-6	-2	-11	3	-6	3	1	8	1	0
CC(C)c1cc(NCCN2CCOCC2)n2c(nc3ccccc32)c1C#N	7	-2	-2	-1	-11	0	4	-6	-2	-1
OCCc1ccc(-c2ccc(Cl)cc2)o1	-2	1	-3	4	6	-2	-2	0	-1	3
CCCOc1ccc(N2C(=O)CC(N3CCN(c4ccccc4OC)CC3)C2=O)cc1 (centres undefined)	1	2	6	12	8	2	4	-4	2	2
NC(c1csc(Nc2ccc(C(=O)c3ccccc3)cc2)n1)c1ccccc1Cl (centres undefined)	11	0	15	4	1	6	-4	4	/	-5
Cc1cc(Cl)ccc1OC(C)C(=O)Nc1ccc(C(=O)Nc2ccccc2C(=O)O)cc1 (centres undefined)	-50	0	-72	0	-3	77*	-4	0	-100	-1
Cc1ccc(N(CC(=O)NC2CCCCC2)C(=O)CNC(=O)c2ccco2)c(C)c1	-3	2	-5	-8	-1	-1	-2	8	1	2
COc1ccccc1C(=O)NC(=O)COC(=O)c1ccc([N+](=O)[O-])cc1Cl	3	1	0	5	-5	1	1	2	-7	5
COC(=O)CC1N(S(=O)(=O)c2ccc(C)cc2)c2ccccc2C1(C(=O)OC)C(=O)OC (centres undefined)	0	-1	-1	1	6	-2	-4	3	/	-15
CN(C)Cc1nc2c(c(=O)[nH]1)C(C)(C)Cc1ccccc1-2	0	-2	0	0	0	5	-1	-3	-2	2
Cc1ccc(NC(=O)C(C)c2cccc(C(=O)c3ccccc3)c2)cc1 (centres undefined)	-1	-1	-11	-2	-3	-1	-1	-6	-29	1
Cc1ccc(C)c2nc3sc(C(=O)O)cc3cc12	3	-2	-7	1	12	8	4	-4	/	-2
O=C(Cc1ccccc1)NNC(=S)NC(=O)c1cccnc1	17*	-3	1	0	11	2	27*	-1	/	-4
Cc1ccc(C(=O)NCCSc2snnc2C)cc1	3	4	0	3	10	-5	7	-3	-2	1
NS(=O)(=O)c1cccc(NC(=O)COC(=O)CSCc2ccccc2)c1	1	6	1	-3	-7	1	-2	-7	-1	1
Cc1[nH]nc2nc(SCC(=O)NCC3CCCO3)n(-c3ccc(Br)cc3)c(=N)c12 (centres undefined)	-10	1	-5	-1	-1	1	3	4	-11	-15
Cc1ccc(C(=O)Nc2nc3ccccc3n3nnnc23)cc1	-5	3	0	-7	-5	0	3	-4	-4	4
Cc1ccc(CC(=O)NNC(=O)c2ccncc2)cc1C	0	-2	0	24*	4	0	-9	-1	-2	1
CS(=O)(=O)c1nc(-c2ccc(Br)cc2)n[nH]1	-5	-2	1	-1	0	3	10	-2	-2	2
Cc1cc(C)nc(NS(=O)(=O)c2ccc(NC(=O)C3CC3)cc2)n1	9	3	4	1	12	1	1	-7	0	0
CCN1CCN(S(=O)(=O)c2ccc(Cl)c(C(=O)Nc3ccccc3N3CCCCC3)c2)CC1	17*	0	11	-1	6	-3	0	2	-15	-12
COC(=O)CC/C(=N/Nc1ccc(Cl)c(Cl)c1)C(=O)OC	4	4	4	1	-10	0	-8	6	-5	0
CSc1ccc(Cl)c(C(=O)Nc2ccc(C)cn2)c1	3	-1	5	1	6	-3	2	1	-1	4
COc1ccc(NC(=O)CC2SC(=N)N(c3ccccc3)C2=O)c(OC)c1 (centres undefined)	5	-1	-5	3	3	-2	-1	-4	-2	-2
C=CCn1c(SCC(=O)NC2CCCCC2)nnc1-c1cccnc1	-4	-2	5	-2	-5	-4	10	1	-2	3
C/C=C/C=[N+](\[O-])C(C)/C(=N/O)c1ccc(F)cc1 (centres undefined)	5	1	-2	-1	8	2	2	14*	-10	-2
Cc1cc(S(=O)(=O)N2CCCC2)ccc1OCC(=O)NCc1ccccn1	-1	0	-4	-4	15	6	1	-7	2	-4
CCc1cccc2c(C#N)cn(CC(=O)NCCOC)c12	1	-1	3	-3	6	-4	-2	-1	4	-6
CCOc1cc(C(=O)Nc2ccccc2F)cc(Br)c1OCC	7	2	3	-1	-9	-1	1	-4	-6	-2
O=C1C(O)=C(O)C(=O)c2ccccc21	2	16*	24	13	57*	5	-5	-1	9	-6
Cc1cccc(C(=O)Nc2nnc(SCC(=O)NC3CC3)s2)c1	-5	-1	6	-3	-7	2	8	3	6	-1
Cc1ccc(O)c(C2=NOC(O)(C(F)(F)F)C2)c1 (centres undefined)	2	1	-4	-1	3	4	8	-8	0	1
CNC(=S)N1CCC(C(=O)c2ccc(Cl)cc2)CC1	2	-2	-4	0	-5	1	5	-2	14	-1
C=CCN1C(C(=O)OC)CN(Cc2cn(Cc3ccc(Cl)cc3)nn2)CCS1(=O)=O (centres undefined)	6	4	-7	0	-14	5	/	2	/	2
Cc1ccc(S(=O)(=O)Nc2ccc(Nc3ccccc3)cc2)cc1	16	-1	3	6	-3	16	-13	1	18	-3
CCCc1nc(-c2ccccc2O)n(-c2ccccc2)n1	8	-1	9	2	11	-6	1	8	2	-7
Cc1cc(NC(=S)NC(=O)C2CC2)ccc1Br	-5	-1	1	1	6	0	9	2	-27	2
COc1ccc(S(=O)(=O)Nc2ccccc2C(=O)N2CCOCC2)cc1C	4	1	3	-2	1	2	4	-2	11	4
OC(CN1CCNCC1)Cn1c2ccccc2c2ccccc21 (centres undefined)	-2	-5	6	2	-3	11	0	1	-10	-7
CC(C)(C)C(=O)N1CCN(S(=O)(=O)c2ccc3c(c2)OCCCO3)CC1	7	7	-2	-2	11	-4	4	2	1	2
CCN(CC)C(=O)CC(c1cc(OC)c(OC)c(OC)c1)c1c(O)cc(OC)cc1OC (centres undefined)	15	-3	2	-1	-4	-6	-5	-3	-2	2
C/C=C(\C)C(=O)OC(C)(C)[C@H]1Cc2cc3ccc(=O)oc3cc2O1	0	3	-7	0	-8	-4	-1	-3	-4	1
Cc1ccc2c(c1)C1(OCCCO1)C(=O)N2CC(=O)NN	-3	1	-8	-1	-7	3	1	-2	/	2
CC(=O)Nc1ccc(S(=O)(=O)Nc2cc(Cl)ccc2N2CCOCC2)cc1	-2	2	-1	-2	-8	7	3	-5	-1	-15
COc1ccc(C(CNC(=O)c2ccc(S(=O)(=O)N3CC(C)CC(C)C3)cc2)N(C)C)cc1 (centres undefined)	-1	-6	-14	6	7	2	-4	9	8	-5
CN(Cc1nc(Cc2ccccc2F)no1)Cc1cccc2ncccc12	-5	4	-2	1	4	-11	-1	3	-1	10
Fc1ccccc1NC(=S)Nn1cnnc1	9	3	-8	2	4	-5	8	4	-1	4
CCOC(=O)C1CCN(S(=O)(=O)c2c(C)n[nH]c2C)CC1	0	-1	5	3	-7	2	1	-5	-3	7
COc1ccc(NC(=O)NNC(=O)COc2ccc3ccccc3c2)cc1OC	0	-5	-12	2	-15	2	-4	1	-5	-4
CC1CN(S(=O)(=O)c2ccc(CN3C(=O)c4cccnc4C3=O)cc2)c2ccccc2O1 (centres undefined)	0	-1	-1	1	16	2	5	0	3	2
CCOC(=O)N1CCN(C(=O)c2ccccc2-c2ccccc2)CC1	2	-4	-19	2	-10	0	-5	11	1	1
O=C(c1cccs1)N1CCC(c2nc3c(nnn3Cc3ccccc3Cl)c(=O)[nH]2)CC1	3	2	5	-1	-19	5	-2	-5	-5	24
COC(=O)CNC(=O)COC(=O)/C=C/c1ccccc1[N+](=O)[O-]	0	3	3	-2	-2	-1	5	1	5	2
CCOCCCNC(=O)/C(C#N)=C/c1cc(OC)c(O)c([N+](=O)[O-])c1	3	2	1	1	5	15	-9	-21	7	-8
O=C(COC(=O)CCc1ccc(S(=O)(=O)N2CCOCC2)cc1)NC1CCCC1	-5	-10	10	1	-4	0	6	-2	-10	5

# Going on with the list:
SMILES	SIAE inh	LEDGF integ inh	ABHD4 inh	PRMT1 inh	TDP2 inh	rCAG RNA binder	TCR-CD3 inh	MBD2 inh	HTRA1 inhibitor	GC-B act
COc1cc(OC)cc(C(=O)NNC(=O)c2ccccn2)c1	-1	-4	-10	-2	-3	2	3	6	4	4
O=C(NCC1CCCO1)c1onc(CSc2ccccc2F)c1C(=O)O (centres undefined)	-2	1	-6	0	10	3	1	2	-2	5
Cc1ccc(N(CC(N)=O)C2SC(=O)N(C)C2=O)cc1 (centres undefined)	2	1	-2	2	-3	0	7	-5	3	-1
CC(C)(C)c1ccc(CN(Cc2ccco2)Cc2nnnn2C2CCCC2)cc1	0	-1	-6	0	-1	-1	7	0	-39	-4
CCn1c(SCCC(C)C)nnc1-c1c[nH]c2ccccc12	9	-2	-12	0	-7	-1	4	5	-24	6
O=C(c1ccc([N+](=O)[O-])cc1)N1CCN(C(=O)C2CCCCC2)CC1	-3	-3	6	3	2	-7	-4	-1	-3	2
CCOC(=O)Cc1csc(NC(=O)CSc2ccc(Br)cc2)n1	15	-4	-14	-2	-8	-1	11	2	-16	4
Cc1ccc(C2CC2c2n[nH]c(=S)n2-c2ccc(C)cc2)cc1 (centres undefined)	-3	1	-8	12	0	3	-5	-6	-11	-8
COCCCn1c(SC(C)C(=O)NC2CC2)nc2ccccc2c1=O (centres undefined)	3	-3	6	4	-15	-8	-2	-2	-5	-2
CC1=NNC(=O)C(CC(=O)Nc2ccc(Cl)c(Cl)c2)C1 (centres undefined)	-12	-1	-10	1	-6	-3	-2	10	2	-3
Cc1nnc(SCC(=O)Nc2cccc(S(=O)(=O)NC3=NCCCCC3)c2)n1Cc1ccccc1	1	1	0	0	5	-6	1	-4	2	3
Cn1c2ccc(F)cc2c2nnc(SCCN3CCCCC3)nc21	10	1	2	0	13	5	-1	2	5	2

# 3 entries from above, arranged by length of the SMILES, falling:
SMILES	SIAE inh	LEDGF integ inh	ABHD4 inh	PRMT1 inh	TDP2 inh	rCAG RNA binder	TCR-CD3 inh	MBD2 inh	HTRA1 inhibitor	GC-B act
Cc1ccc(C2CC2c2n[nH]c(=S)n2-c2ccc(C)cc2)cc1 (centres undefined)	-3	1	-8	12	0	3	-5	-6	-11	-8
COCCCn1c(SC(C)C(=O)NC2CC2)nc2ccccc2c1=O (centres undefined)	3	-3	6	4	-15	-8	-2	-2	-5	-2
CCOC(=O)Cc1csc(NC(=O)CSc2ccc(Br)cc2)n1	15	-4	-14	-2	-8	-1	11	2	-16	4

# Source: PubChem (several laboratories)
